# Screens (PubChem)
# PAD4 inh: human PAD4 inhibitors, primary screen, biochemical, fluorescence polarization, 1536-well format. Protein-arginine deiminase type-4 (Homo sapiens), Q9UM07. recombinant PAD4, RCA probe fluorescence polarization. inhibition, % at 6.36 µM. actives 0.41% (n = 330,000);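 active means percent inhibition above a cutoff equal to the mean of all tested compounds plus 3 SD, cut at about 15% in these data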;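 further: 0% = PAD4 with RCA probe and DMSO and 100% = probe without PAD4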
# LYPLA1 counter: LYPLA1 inhibitors, primary screen, counter-screen for PME1 inhibitor project, biochemical, fluorescence polarization, FP-Rh probe ABPP; Acyl-protein thioesterase 1 (Homo sapiens), O75608; recombinant LYPLA1; inhibition, % at 5.9 µM; actives 0.16% (n = 320,000); AID 2174, 2009;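 active means inhibition above the mean of all tested compounds plus 3 SD, set per campaign, cut at about 14% in these data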;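 further: inhibitors block serine hydrolase probe labeling of LYPLA1 so polarization falls; 0% = enzyme with DMSO and 100% = wells lacking LYPLA1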
# Target sequence (O75608 whole entry, looked up): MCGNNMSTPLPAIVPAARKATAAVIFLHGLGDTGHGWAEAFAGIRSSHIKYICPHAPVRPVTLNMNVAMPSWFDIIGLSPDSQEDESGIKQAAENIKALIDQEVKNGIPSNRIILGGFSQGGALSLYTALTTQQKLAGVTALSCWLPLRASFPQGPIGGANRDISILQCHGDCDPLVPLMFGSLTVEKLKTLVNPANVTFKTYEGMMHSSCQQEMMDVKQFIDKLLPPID
# LYPLA2 counter: LYPLA2 inhibitors, primary screen, counter-screen for PME1 inhibitor project, biochemical, fluorescence polarization, FP-Rh probe ABPP; recombinant LYPLA2; inhibition, % at 5.9 µM; actives 0.38% (n = 320,000);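 active means inhibition above the screen-wide mean plus 3 SD, limit set per campaign, cut at about 26% in these data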;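 further: 0% = LYPLA2 with DMSO and 100% = wells lacking LYPLA2 enzyme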
# Target sequence (O95372 whole entry, looked up): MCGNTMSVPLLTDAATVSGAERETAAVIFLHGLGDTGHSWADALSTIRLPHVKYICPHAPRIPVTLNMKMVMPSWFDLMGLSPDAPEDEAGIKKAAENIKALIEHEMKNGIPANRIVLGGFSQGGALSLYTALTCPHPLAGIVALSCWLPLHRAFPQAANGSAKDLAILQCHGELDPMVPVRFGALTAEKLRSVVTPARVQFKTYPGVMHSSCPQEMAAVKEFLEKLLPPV
# PAFAH1B2 inh: PAFAH1B2 enzyme inhibitors, primary screen, biochemical, fluorescence polarization, human | Platelet-activating factor acetylhydrolase IB subunit alpha2 (Homo sapiens), P68402 | AID 492953, 2010 | actives 1.2% (n = 340,000) | recombinant PAFAH1B2, FP-rhodamine activity probe | inhibition, % at 3.39 µM;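 active means inhibition above the mean of all tested compounds plus 3 SD, cut at about 24% in these data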;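 further: 0% = enzyme with DMSO and 100% = wells lacking PAFAH1B2; many of its hits are not listed in these tables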
# Target sequence (P68402 whole entry, looked up): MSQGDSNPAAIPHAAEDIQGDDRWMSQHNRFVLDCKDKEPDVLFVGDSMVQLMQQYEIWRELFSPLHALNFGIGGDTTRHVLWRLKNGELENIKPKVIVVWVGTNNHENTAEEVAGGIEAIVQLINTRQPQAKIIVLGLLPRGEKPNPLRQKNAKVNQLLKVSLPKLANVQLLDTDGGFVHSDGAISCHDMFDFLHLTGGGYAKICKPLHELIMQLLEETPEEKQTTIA
# pPAFAH inh: pPAFAH enzyme inhibitors, primary screen, biochemical, fluorescence polarization, human; recombinant pPAFAH, FP-rhodamine probe fluorescence polarization; inhibition, % at 3.39 µM; actives 1.5% (n = 330,000);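 active means inhibition above the mean inhibition across the screen plus 3 SD, cut at about 25% in these data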;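 further: inhibitors block binding of the rhodamine activity-based probe so polarization drops; 0% = enzyme with DMSO and 100% = wells lacking pPAFAH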
# PAFAH1B3 inh: PAFAH1B3 enzyme inhibitors, primary screen, biochemical, fluorescence polarization, human; recombinant PAFAH1B3, FP-rhodamine probe; inhibition, % at 3.39 µM; actives 0.28% (n = 340,000);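 active means inhibition above the screen-wide average of all tested compounds plus 3 SD, cut at about 25% in these data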;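 further: 0% = enzyme with DMSO only and 100% = wells lacking PAFAH1B3 protein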
# PREPL inhibitor: PREPL enzyme inhibitors, primary screen, biochemical, fluorescence polarization. Prolyl endopeptidase-like (Homo sapiens), Q4J6C6. recombinant PREPL, fluorescence polarization activity-based probe. inhibition, % at 5.96 µM. actives 0.68% (n = 320,000); in the data active means inhibition above about 43%;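 further: 0% = enzyme with DMSO and 100% = wells lacking enzyme; many of its hits are not listed in these tables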
# GSTO1 inh: inhibitors of recombinant GSTO1, primary screen, counter-screen for RBBP9 inhibitor project, biochemical, fluorescence polarization. Glutathione S-transferase omega-1 (Homo sapiens), P78417. activity-based probe fluorescence polarization. inhibition, % at 5.96 µM. actives 1.1% (n = 300,000). AID 1974, 2009;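 active means inhibition above the campaign mean inhibition plus 3 SD, cut at about 35% in these data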;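 further: 0% = GSTO1-1 with DMSO and 100% = wells lacking GSTO1-1 enzyme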
# Target sequence (P78417 whole entry, looked up): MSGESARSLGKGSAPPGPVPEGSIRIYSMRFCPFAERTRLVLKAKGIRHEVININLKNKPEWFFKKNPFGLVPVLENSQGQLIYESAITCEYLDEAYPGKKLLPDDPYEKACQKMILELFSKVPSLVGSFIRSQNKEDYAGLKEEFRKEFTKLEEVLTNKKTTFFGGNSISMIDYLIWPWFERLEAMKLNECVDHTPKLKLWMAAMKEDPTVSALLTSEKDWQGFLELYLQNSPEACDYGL
# PAFAH2 FP inh: PAFAH2 enzyme inhibitors, primary screen, biochemical, fluorescence polarization, human; Platelet-activating factor acetylhydrolase 2, cytoplasmic (Homo sapiens), Q99487; recombinant PAFAH2, FP-rhodamine activity probe; inhibition, % at 3.39 µM; actives 0.99% (n = 340,000);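 active means inhibition above the mean over all tested compounds plus 3 SD, cut at about 30% in these data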;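 further: inhibitors block probe labeling of enzyme so polarization drops; 0% = enzyme with DMSO and 100% = wells lacking PAFAH2 protein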
# * = called active by the depositor; . = no result given.
compound,PAD4 inh,LYPLA1 counter,LYPLA2 counter,PAFAH1B2 inh,pPAFAH inh,PAFAH1B3 inh,PREPL inhibitor,GSTO1 inh,PAFAH2 FP inh
CCN1CCN(CCc2nc3cc(NC(=O)COc4ccccc4)ccc3n2C)CC1,-3,-1,13,-1,3,4,15,2,3
O=C(N/N=C/c1cc([N+](=O)[O-])ccc1O)C(O)(c1ccccc1)c1ccccc1,-6,0,0,4,-3,9,8,-1,10
COc1ccccc1CP(=O)(c1ccccc1)c1ccccc1,3,-7,-4,0,0,1,-7,-4,5
C=C(C)c1cccc(C(C)(C)NC(=O)Nc2ccc(OC)cc2)c1,0,1,0,1,5,0,-3,7,6
Cc1sc(NC(=O)CCCC(=O)O)c(C#N)c1C,-1,-1,5,5,3,6,4,-2,2
COc1cc(/C=N/NC(=O)CCNC(=O)c2ccccc2Cl)ccc1O,-3,0,-1,7,1,4,-4,2,-5
Cc1cc(C(=O)NNC(=O)c2cccc(S(=O)(=O)N3CCOCC3)c2)c2ccccc2n1,1,1,2,1,3,12,2,3,5
CCOC(=O)c1cnc(SCC(=O)NNC(=O)c2ccco2)nc1N,-4,0,-3,1,4,3,-6,5,-4
Cc1c2ccccc2cc[n+]1CCCS(=O)(=O)[O-],-1,-2,-5,-4,3,6,-5,1,-6
COc1ccc2[nH]c(-c3cccc(F)c3)cc(=O)c2c1,-6,-2,-2,4,-1,5,1,-2,6
Cc1nc(NC(=O)c2ccc(Cl)cc2)sc1-c1csc(Nc2cccc(F)c2)n1,-17,-22,-30,.,18,.,1,-15,.
CC(C)C(=O)Nc1cccc(NC(=S)NC(=O)c2ccc(Cl)cc2)c1,-1,-9,-6,-3,2,-1,-2,-4,5
O=C(Nc1ccc2c(c1)CCC2)c1cc(S(=O)(=O)N2CCN(c3ccccc3)CC2)ccc1Cl,-7,-30,-46,-34,-6,-45,3,-12,-77
Clc1ccc(NNc2ccnc3cc(Cl)ccc23)cc1,3,2,3,5,2,7,11,3,-1
CC(C)N(C(=O)COC(=O)[C@H](C)NC(=O)c1ccco1)c1ccccc1,-3,1,3,8,2,3,4,2,3
CCOC(=O)N1CCN(CC(O)c2ccc3c(c2)CCN3)CC1 (stereo unspecified),-1,2,8,2,2,-3,14,7,7
O=C(/C=C/c1ccco1)N1CCN(c2ccccc2)CC1,1,-1,0,-1,-1,2,0,3,-1
O=C(Nc1ccccc1N1CCCC1)c1ccc([N+](=O)[O-])o1,-9,-1,-6,-2,-1,0,7,16,-4
Cc1csc(NC(=O)c2ccc3c(=O)n4c(nc3c2)CCCCC4)n1,0,-3,-1,1,-4,4,-4,1,0
O=C(NNc1cccc(Cl)n1)Nc1ccccc1Cl,-1,-2,-5,1,-2,10,1,-4,6
OCCNCC12CC3CC(CC(C3)C1)C2,1,4,3,3,3,-2,-6,-4,-4
O=C(NCc1ccco1)C1CCN(S(=O)(=O)c2cccc3cccnc23)CC1,3,-3,-4,1,1,8,1,2,0
CC(=O)Nc1cccc(Oc2ccc(-c3noc(C)n3)cc2)c1,-1,-1,2,4,7,14,-2,5,3
CCn1cc(/C=C(\NC(=O)c2cc(OC)c(OC)c(OC)c2)C(=O)NCCN2CCOCC2)c2ccccc21,4,3,2,8,6,4,-5,8,2
O=c1c2c(O)cc(O)cc2oc2c(O)ccc(O[C@H]3O[C@@H](CO)[C@H](O)[C@@H](O)[C@@H]3O)c12,0,.,.,8,7,12,2,.,0
Nc1c(NCCN2CCOCC2)c2ccccc2oc1=O,-1,-1,4,1,4,-4,11,17,3
Cc1cccn2c(=O)c3cc(C(=O)NCCCN4CCCC4=O)n(C)c3nc12,-1,-2,-4,-6,8,3,7,4,1
CCC(CC)c1nnc(NC(=O)CS(=O)(=O)c2ccc(C)cc2)s1,-4,-4,0,7,3,4,5,12,-5
CCCCCn1c(=O)c2ccccc2n2c(=S)[nH]nc12,10,3,0,-1,6,4,1,0,8
S=C(NCc1ccc(Cl)cc1)Nc1ccccc1Cl,0,-1,-4,5,4,-1,-1,0,2
Cc1ccc(C(=O)Nc2cnc3sc(C)nn3c2=O)cc1,2,-3,-1,6,2,4,6,6,2
COc1cccc(NC(=O)N2CCN(c3ccc(C(F)(F)F)cn3)CC2)c1,0,1,4,0,7,2,9,1,2
Cc1cccc(Cl)c1NC(=O)N1CCN(c2ccnc3cc(Cl)ccc23)CC1,2,0,6,1,-1,4,-4,12,5
O=C(N/N=C/c1ccc(Cl)s1)C(O)c1ccccc1 (stereo unspecified),-6,1,-1,-2,-2,5,6,4,4
CC(C)(C)C1=CC(=Nc2ccccc2N)C=C(C(C)(C)C)C1=O,-3,2,4,2,1,0,7,1,1
Cc1nc2ccccc2nc1OCC(=O)Nc1ccccc1,0,3,13,4,-3,5,-5,5,-3
Cc1ccc(C(C(=O)NC2CCCCC2)N(CCCN2CCOCC2)C(=O)c2snc(C(N)=O)c2N)cc1 (stereo unspecified),6,2,-4,1,2,-2,0,-1,-4
CC(C)(Sc1cc(C(C)(C)C)c(O)c(C(C)(C)C)c1)Sc1cc(C(C)(C)C)c(O)c(C(C)(C)C)c1,-1,3,-3,-14,7,2,-5,8,-20
CCOC(=O)C(C)n1nc(/C=C/c2ccc(OC)cc2)ccc1=O (stereo unspecified),0,-2,-7,1,3,0,18,-6,9
Cc1c(C)n(CCc2ccccc2)c2ncnc(NCCCO)c12,4,1,6,7,6,12,7,3,-4
Cc1cc(C)nc(NC(=O)c2ccc3c(c2)OCO3)c1,1,-3,-3,.,-1,.,13,1,.
CCOC(=O)c1cc(NC(=O)N2CCCc3ccccc32)c(C)nc1C,-3,4,-5,-1,2,-1,20,5,7
O=C(COC(=O)CN1C(=O)NC2(CCCCC2)C1=O)Nc1cc(F)ccc1F,3,.,.,0,2,10,11,.,-12
Cc1c(C(=O)OCC(=O)NC2CCCCC2)oc2ccccc12,-2,-5,-9,2,16,10,7,.,46*
CC(=O)c1ccc(N2CCN(C(=O)c3ccc(S(=O)(=O)NCc4ccco4)cc3)CC2)cc1,-2,.,.,0,3,18,15,.,8
CCOC(=O)C(=O)N1CCC(Cc2ccccc2)CC1,-3,1,1,1,2,4,4,6,2
CCOC(=O)C1CCN(C(=O)Cc2cccs2)CC1,-1,-3,2,1,4,2,1,0,1
CCOc1cc(/C=C2/C(=O)N(c3ccccc3)N=C2C)ccc1OC(=O)c1cccs1,54*,-5,1,7,-5,4,54*,66*,13
O=C(CCCNS(=O)(=O)c1ccc(F)cc1)Nc1ccc(F)cc1,3,6,-1,9,9,5,5,1,6
CCCCNC(=O)/C=C/c1cccs1,-5,0,5,3,-4,-7,10,8,2

# Only PAFAH1B3 inh and GSTO1 inh (five entries from above):
smiles	PAFAH1B3 inh	GSTO1 inh
CC(C)(C)C1=CC(=Nc2ccccc2N)C=C(C(C)(C)C)C1=O	0	1
Cc1nc2ccccc2nc1OCC(=O)Nc1ccccc1	5	5
Cc1ccc(C(C(=O)NC2CCCCC2)N(CCCN2CCOCC2)C(=O)c2snc(C(N)=O)c2N)cc1 (stereo unspecified)	-2	-1
CC(C)(Sc1cc(C(C)(C)C)c(O)c(C(C)(C)C)c1)Sc1cc(C(C)(C)C)c(O)c(C(C)(C)C)c1	2	8
CCOC(=O)C(C)n1nc(/C=C/c2ccc(OC)cc2)ccc1=O (stereo unspecified)	0	-6

# Next compounds
compound,PAD4 inh,LYPLA1 counter,LYPLA2 counter,PAFAH1B2 inh,pPAFAH inh,PAFAH1B3 inh,PREPL inhibitor,GSTO1 inh,PAFAH2 FP inh
COc1ccc(C(=O)Cn2c(NCCO)nc3ccccc32)cc1,-2,0,-4,5,3,2,3,0,-3
COc1ccc(OC)c(-c2csc(NC(=O)Cc3cccs3)n2)c1,1,-1,6,-2,7,4,-2,-6,1
CSc1nc2c(c(=O)[nH]1)C(c1ccc(Cl)cc1)CC(=O)N2 (stereo unspecified),-5,-2,5,1,5,4,2,0,6
Cc1occc1C(=O)N/N=C/c1ccc[nH]1,-7,-3,4,1,3,9,-3,3,-5
Cc1ccc2nc3nc(NCC4CCCO4)c(C(=O)NC4CCCC4)cc3c(=O)n2c1 (stereo unspecified),0,1,5,-1,-4,4,5,-2,3
CC(C)[C@H](NC(=O)[C@@H]1Cc2ccccc2CN1)C(=O)Nc1ccc2c(c1)OCCO2,-5,3,1,7,2,-1,7,-1,1
O=C(COC(=O)CCC(=O)c1ccc(F)cc1)NCCc1ccccc1,2,.,.,2,14,3,-13,.,3
COc1ccc(-c2nc(CS(=O)(=O)CC(=O)NC3CCCCC3C)c(C)o2)cc1 (stereo unspecified),1,0,2,6,2,-3,8,9,-1
CCc1c(C)nc2ncnn2c1NCCc1ccc(Cl)cc1,2,1,0,13,2,4,34,5,-11
Cc1[nH]n(-c2ccccc2)c(=O)c1N=Nc1ccc2c(c1)OCCO2,3,2,2,5,4,10,5,-2,13

# Retrieved by compound from the list above (3):
compound,PAD4 inh,LYPLA1 counter,LYPLA2 counter,PAFAH1B2 inh,pPAFAH inh,PAFAH1B3 inh,PREPL inhibitor,GSTO1 inh,PAFAH2 FP inh
Cc1[nH]n(-c2ccccc2)c(=O)c1N=Nc1ccc2c(c1)OCCO2,3,2,2,5,4,10,5,-2,13
Cc1occc1C(=O)N/N=C/c1ccc[nH]1,-7,-3,4,1,3,9,-3,3,-5
COc1ccc(OC)c(-c2csc(NC(=O)Cc3cccs3)n2)c1,1,-1,6,-2,7,4,-2,-6,1

# Not all compounds are listed, so the mix of outcomes need not match the whole.
